SIAE primary = human SIAE inhibitors, primary screen, biochemical, fluorescence polarization, FP-Rh probe, 1536-well HTS. SIAE FP-Rh probe binding. inhibition, % at 9.66 µM. Sialate O-acetylesterase (Homo sapiens), Q9HAT2. hit rate 0.69% among 370,000;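 active = inhibition above a cutoff: mean of compounds within the control limits plus 3 SD of those, cut at about 17% in these data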;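 note: 0% = plate median of compound wells and 100% = probe without SIAE protein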
Target sequence (Q9HAT2 whole entry, looked up): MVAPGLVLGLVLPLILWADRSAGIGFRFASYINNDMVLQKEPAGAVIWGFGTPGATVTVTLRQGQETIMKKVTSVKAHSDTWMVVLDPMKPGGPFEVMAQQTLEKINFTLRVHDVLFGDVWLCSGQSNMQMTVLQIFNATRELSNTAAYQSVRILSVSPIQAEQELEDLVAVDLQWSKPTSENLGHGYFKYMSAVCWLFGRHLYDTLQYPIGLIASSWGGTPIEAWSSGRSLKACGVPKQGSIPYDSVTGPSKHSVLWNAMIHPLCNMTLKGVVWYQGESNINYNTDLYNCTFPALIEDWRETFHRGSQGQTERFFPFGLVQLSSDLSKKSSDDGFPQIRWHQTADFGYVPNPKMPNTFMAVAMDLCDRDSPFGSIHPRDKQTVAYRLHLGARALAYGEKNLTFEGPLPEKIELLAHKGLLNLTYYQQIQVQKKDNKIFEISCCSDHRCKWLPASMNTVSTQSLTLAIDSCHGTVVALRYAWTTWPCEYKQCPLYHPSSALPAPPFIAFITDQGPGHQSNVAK
DDE Tn7 FP inh = inhibitors of Tn7 peptide binding to fibrin DD(E), primary screen, biochemical, fluorescence polarization, human fibrin, Tn7 probe. inhibition, % at 8.3 µM. FP displacement of FITC-Tn7 peptide from fibrin DD(E); 0% = median of compound wells per plate. Fibrinogen beta chain (Homo sapiens), P02675. hit rate 0.13% among 370,000;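 active = inhibition above the mean of compounds falling within the control limits plus 3 SD of them, cut at about 14% in these data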;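 note: 0% = plate median of compound wells and 100% = 10 µM Aha-Tn7 peptide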
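Assay system: human fibrin DD(E). Input: DD(E) 2 µM final. Medium: Tris buffer with calcium and detergent, pH 7.8. Compound dosing: single point at 8.3 µM. Timing: 10 min plus 3 h, room temperature. Technique: fluorescence polarization of the labelled Tn7 tracer. Read-out: percent inhibition. Replicates: singlicate testing.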
MBD2 DNA inh = inhibitors of MBD2 binding to methylated DNA, primary screen, biochemical, TR-FRET, DNA-binding domain, human; Methyl-CpG-binding domain protein 2 (Homo sapiens), Q9UBB5; MBD2 binding to methylated oligonucleotide; inhibition, % at 4.4 µM; hit rate 0.31% among 370,000; AID 686964, 2013; in the data active = inhibition above about 13%
PRMT1 inh = PRMT1 methyltransferase inhibitors, primary screen, biochemical, fluorescence polarization; Protein arginine N-methyltransferase 1 (Homo sapiens), Q99873; recombinant PRMT1, activity-based probe fluorescence polarization; hit rate 1.3% among 370,000; AID 652257, 2013; inhibition, % at 2.79 µM;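 active = inhibition above about 21% made by adding two undisclosed values, limit read from the data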
KLK7 zymogen act = proKLK7 zymogen activators, primary screen, biochemical, fluorescence intensity; hit rate 0.9% among 370,000; AID 652039, 2013; Kallikrein-7 (Homo sapiens), P49862; activation, % at 7 µM; purified proKLK7, EDANS-DABCYL substrate fluorescence; 100% is mature enzyme control, 0% vehicle;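 active = activation above the mean of all tested compounds plus 3 SD, computed per campaign excluding outliers beyond control limits, cut at about 13% in these data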
TCR-CD3 inh = inhibitors of human TCR-CD3 interaction, primary screen, biochemical, fluorescence, TAMRA-labeled TCR probe. T-cell receptor (TCR). inhibition, % at 9.4 µM. hit rate 0.37% among 360,000; in the data active = inhibition above about 19%;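 note: recombinant mutant TCR 2C K166C tagged with TAMRA read by polarization; 0% = receptor in buffer alone and 100% = receptor with positive control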
TDP2 inh = human TDP2 enzyme inhibitors, primary screen, biochemical, epi absorbance, recombinant enzyme | hit rate 0.34% among 370,000 | AID 720702, 2013 | inhibition, % at 12.8 µM | T5PNP hydrolysis, p-nitrophenol absorbance 415 nm;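 active = inhibition above the mean of all tested compounds plus 3 SD, set per campaign, cut at about 25% in these data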;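 note: 0% = DMSO with enzyme and 100% = buffer with substrate but no TDP2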
Target sequence (O95551 whole entry, looked up): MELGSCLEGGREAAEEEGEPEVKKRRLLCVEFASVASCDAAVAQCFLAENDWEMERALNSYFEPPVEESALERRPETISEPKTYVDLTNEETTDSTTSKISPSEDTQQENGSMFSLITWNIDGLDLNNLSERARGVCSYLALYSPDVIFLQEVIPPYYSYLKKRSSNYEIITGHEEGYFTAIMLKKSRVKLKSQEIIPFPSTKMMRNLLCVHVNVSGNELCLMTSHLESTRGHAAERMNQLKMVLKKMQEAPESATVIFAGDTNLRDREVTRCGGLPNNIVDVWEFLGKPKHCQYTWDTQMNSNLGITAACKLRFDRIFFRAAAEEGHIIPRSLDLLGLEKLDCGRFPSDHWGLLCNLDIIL
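Incubation: 2 h at 37 °C; Test system: recombinant human TDP2; Quantity: enzyme 120 nM; Read-out basis: percent inhibition; Medium: 50 mM Tris-HCl pH 7.5 with Mg2+, KCl, DTT, BSA; Repeats: single replicate; Compound: 12.8 µM single point, 1% DMSO; Signal: epi absorbance; Reagent: 5 mM T5PNP chromogenic substrate; Benchmarks: no-enzyme high, DMSO-plus-enzyme low.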
LEDGF integ inh = blockers of LEDGF/p75-dependent integrase strand transfer – biochemical, TR-FRET, high throughput, primary screen. TR-FRET IN-LEDGF/p75 DNA integration, Eu/Cy5. inhibition, % at 3.7 µM. hit rate 0.64% among 370,000;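 active = inhibition above the screen-wide mean plus 3 SD, cut at about 13% in these data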;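 note: signal is the Cy5 over europium emission ratio at 671 and 618 nm; 0% = plate median of compound wells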
DDE Tn6 FP inh = inhibitors of Tn6 peptide binding to fibrin DD(E), primary screen, biochemical, fluorescence polarization, human fibrin, Tn6 probe; Fibrinogen beta chain (Homo sapiens), P02675; Fibrin DD(E) TRITC-Tn6 fluorescence polarization displacement; inhibition, % at 8.3 µM; hit rate 0.21% among 370,000; AID 720509, 2013;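 active = inhibition above a per-campaign cutoff: mean of compounds within control limits plus 3 SD, cut at about 15% in these data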;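 note: 0% = median of all compound wells on the plate and 100% = blocking peptide control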
UHRF1 binding = UHRF1 methylated DNA binding inhibitors, primary screen, counter-screen for MBD2 inhibitor project, biochemical, TR-FRET, human UHRF1, single concentration; UHRF1 binding to methylated oligo; inhibition, % at 4.4 µM; hit rate 0.75% among 370,000; in the data active = inhibition above about 21%;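 note: UHRF1 SRA domain binding a hemimethylated CpG hairpin DNA probe; 0% = median of test compound wells and 100% = reference inhibitor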
* marks the source's active call; other numbers are inactive results.

Screening O=C(Nc1ccc(Br)cc1)c1ccc(-n2cnnn2)cc1 returned SIAE primary -1, DDE Tn7 FP inh -7, MBD2 DNA inh 4, PRMT1 inh -7, KLK7 zymogen act -0.5, TCR-CD3 inh -1, TDP2 inh -6, LEDGF integ inh 1, DDE Tn6 FP inh 4 and UHRF1 binding 3.
For O=C1ON=C(c2cccc([N+](=O)[O-])c2)/C1=C/c1ccc(O)cc1 the results were SIAE primary 3, DDE Tn7 FP inh 6, MBD2 DNA inh -1, PRMT1 inh 6, KLK7 zymogen act -0.3, TCR-CD3 inh 0, TDP2 inh -3, LEDGF integ inh 1, DDE Tn6 FP inh -6 and UHRF1 binding -3.
For C=CCn1c(CNC(=O)c2ccco2)nnc1SCC(=O)c1ccccc1 the results were SIAE primary 4, DDE Tn7 FP inh -6, MBD2 DNA inh 6, PRMT1 inh -1, KLK7 zymogen act 0.8, TCR-CD3 inh 0, TDP2 inh 9, LEDGF integ inh -5, DDE Tn6 FP inh -6 and UHRF1 binding 0.
`CC(=O)c1ccc(NC(=O)c2cc(CC(C)C)on2)cc1` gave SIAE primary -4, DDE Tn7 FP inh -8, MBD2 DNA inh 3, PRMT1 inh -6, KLK7 zymogen act 1.3, TCR-CD3 inh 1, TDP2 inh -3, LEDGF integ inh 4, DDE Tn6 FP inh 0 and UHRF1 binding -2.
`CC(C)CC1NC(=O)N(CC(=O)N2CCN(S(=O)(=O)c3ccc(Cl)cc3)CC2)C1=O` (stereo not given) gave SIAE primary -2, DDE Tn7 FP inh 4, MBD2 DNA inh -5, PRMT1 inh 0, KLK7 zymogen act 0.1, TCR-CD3 inh 8, TDP2 inh 3, LEDGF integ inh -5, DDE Tn6 FP inh 5 and UHRF1 binding -2.
For Cc1ccc(-c2cc(C(=O)N3CCOCC3)c3cc(C)ccc3n2)cc1 the results were SIAE primary 2, DDE Tn7 FP inh 8, MBD2 DNA inh -1, PRMT1 inh 5, KLK7 zymogen act 0.3, TCR-CD3 inh -5, TDP2 inh -1, LEDGF integ inh -2, DDE Tn6 FP inh -2 and UHRF1 binding 1.
Cn1nnnc1SCCNCc1cccc2ccccc12 was read as SIAE primary 6, DDE Tn7 FP inh 3, MBD2 DNA inh 1, PRMT1 inh -2, KLK7 zymogen act -0.5, TCR-CD3 inh 4, TDP2 inh -4, LEDGF integ inh -4, DDE Tn6 FP inh 4 and UHRF1 binding 9.
Cn1cc(S(=O)(=O)NCCc2ccccc2)c(=O)n(C)c1=O was read as SIAE primary 3, DDE Tn7 FP inh 6, MBD2 DNA inh 3, PRMT1 inh -1, KLK7 zymogen act 0.0, TCR-CD3 inh -8, TDP2 inh 14, LEDGF integ inh -1, DDE Tn6 FP inh 2 and UHRF1 binding 1.
For N#C/C(=C\c1cccnc1)C(=O)Nc1ccc(C(=O)O)cc1 the results were SIAE primary -3, DDE Tn7 FP inh -7, MBD2 DNA inh 2, PRMT1 inh -3, KLK7 zymogen act -0.6, TCR-CD3 inh 1, TDP2 inh -12, LEDGF integ inh 2, DDE Tn6 FP inh -14 and UHRF1 binding 4.
For O=c1c2ccccc2nc(SCc2ccncc2)n1CC1CCCO1 (stereo not given) the results were SIAE primary 3, DDE Tn7 FP inh -1, MBD2 DNA inh 5, PRMT1 inh 5, KLK7 zymogen act 0.0, TCR-CD3 inh 2, TDP2 inh 2, LEDGF integ inh -4, DDE Tn6 FP inh -5 and UHRF1 binding 0.
Screening COc1ccccc1NS(=O)(=O)c1cccc(NC(=O)c2cc3ccccc3oc2=O)c1 returned SIAE primary -6, DDE Tn7 FP inh -6, MBD2 DNA inh 2, PRMT1 inh -2, KLK7 zymogen act 0.1, TCR-CD3 inh 4, TDP2 inh -5, LEDGF integ inh 4, DDE Tn6 FP inh -5 and UHRF1 binding 0.
`Cc1nn(CC(=O)OCC(=O)Nc2ccccc2[N+](=O)[O-])c(C)c1[N+](=O)[O-]` gave SIAE primary -2, DDE Tn7 FP inh -1, MBD2 DNA inh -2, PRMT1 inh -3, KLK7 zymogen act 0.0, TCR-CD3 inh 3, TDP2 inh -7, LEDGF integ inh 5, DDE Tn6 FP inh 1 and UHRF1 binding -3.
Screening CC(C)CC(NC(=O)C(CC(C)C)NC(=O)C(Cc1ccc(OCc2ccccc2)cc1)NC(=O)OC(C)(C)C)C(N)=O (stereo not given) returned SIAE primary -6, DDE Tn7 FP inh -2, MBD2 DNA inh -1, PRMT1 inh 2, KLK7 zymogen act 0.3, TCR-CD3 inh -2, TDP2 inh 9, LEDGF integ inh -3, DDE Tn6 FP inh -7 and UHRF1 binding 1.
O=C1CCN(CCCN2CCC(=O)NC2=S)C(=S)N1 was read as SIAE primary 0, DDE Tn7 FP inh -4, MBD2 DNA inh 0, PRMT1 inh -9, KLK7 zymogen act -0.5, TCR-CD3 inh 0, TDP2 inh -10, LEDGF integ inh 0, DDE Tn6 FP inh 2 and UHRF1 binding 1.
`C[C@]12CCC(=O)C=C1CC[C@@H]1[C@@H]2C(=O)C[C@@]2(C)[C@H]1CC[C@]2(O)C(=O)CO` gave SIAE primary -4, DDE Tn7 FP inh 3, MBD2 DNA inh 10, PRMT1 inh 5, KLK7 zymogen act 0.4, TCR-CD3 inh -1, TDP2 inh -8, LEDGF integ inh -3, DDE Tn6 FP inh -5 and UHRF1 binding 2.
Clc1cccc(Cn2ncc3ccccc32)c1 was read as SIAE primary -3, DDE Tn7 FP inh -1, MBD2 DNA inh 1, PRMT1 inh -2, KLK7 zymogen act 0.6, TCR-CD3 inh 5, TDP2 inh 2, LEDGF integ inh 1, DDE Tn6 FP inh 1 and UHRF1 binding -1.
Screening O=C(O)c1cc(-c2cccs2)nc2ccc(Br)cc12 returned SIAE primary -1, DDE Tn7 FP inh 3, MBD2 DNA inh -8, PRMT1 inh 0, KLK7 zymogen act 1.2, TCR-CD3 inh -1, TDP2 inh -1, LEDGF integ inh 2, DDE Tn6 FP inh 5 and UHRF1 binding -1.
CCOC(=O)N1CCN(S(=O)(=O)c2ccc(C(=O)Nc3sc4c(c3C(=O)OC)CCN(C)C4)cc2)CC1 was read as SIAE primary -5, DDE Tn7 FP inh -9, MBD2 DNA inh 8, PRMT1 inh -1, KLK7 zymogen act -255, TCR-CD3 inh -3, TDP2 inh -2, LEDGF integ inh 0, DDE Tn6 FP inh -5 and UHRF1 binding 12.
For Cc1cccc(NC(=S)N2CCCCC2c2cccnc2)c1C (stereo not given) the results were SIAE primary 4, DDE Tn7 FP inh 0, MBD2 DNA inh -6, PRMT1 inh 0, KLK7 zymogen act 0.8, TCR-CD3 inh 9, TDP2 inh 5, LEDGF integ inh 1, DDE Tn6 FP inh 4 and UHRF1 binding 0.
`CCCCN(C(=O)C1CC(=O)N(Cc2ccc(C)cc2)C1)c1c(N)n(CC(C)C)c(=O)[nH]c1=O` (stereo not given) gave SIAE primary 2, DDE Tn7 FP inh -1, MBD2 DNA inh -2, PRMT1 inh -1, KLK7 zymogen act -0.3, TCR-CD3 inh 2, TDP2 inh 2, LEDGF integ inh 2, DDE Tn6 FP inh -2 and UHRF1 binding -1.
`CN1C(=O)NC(c2ccccc2[N+](=O)[O-])C2=C1CCCC2=O` (stereo not given) gave SIAE primary 54*, DDE Tn7 FP inh 5, MBD2 DNA inh -8, PRMT1 inh 36*, KLK7 zymogen act 0.7, TCR-CD3 inh 85*, TDP2 inh 11, LEDGF integ inh -3, DDE Tn6 FP inh 45* and UHRF1 binding -22.
For Cc1cc(Cl)ccc1NC(=O)CCN1C(=O)NC(C)(C)C1=O the results were SIAE primary -3, DDE Tn7 FP inh -2, MBD2 DNA inh -1, PRMT1 inh 1, KLK7 zymogen act -0.5, TCR-CD3 inh 7, TDP2 inh -2, LEDGF integ inh 4, DDE Tn6 FP inh 3 and UHRF1 binding 0.
CC1CC(C)CN(C(=O)COC(=O)c2ccc3ccccc3n2)C1 (stereo not given) was read as SIAE primary -5, DDE Tn7 FP inh 5, MBD2 DNA inh -7, PRMT1 inh 5, KLK7 zymogen act 0.1, TCR-CD3 inh 6, TDP2 inh 2, LEDGF integ inh 1, DDE Tn6 FP inh 0 and UHRF1 binding 1.
Cc1ccc(NC(=O)COCC(=O)Nc2ccc(F)cc2)cc1 was read as SIAE primary 0, DDE Tn7 FP inh 7, MBD2 DNA inh 0, PRMT1 inh 0, KLK7 zymogen act -0.4, TCR-CD3 inh 0, TDP2 inh -19, LEDGF integ inh -8, DDE Tn6 FP inh 5 and UHRF1 binding 3.
For O=C(NCCN1CCCCC1)/C(=C/c1ccco1)NC(=O)c1ccccc1 the results were SIAE primary -1, DDE Tn7 FP inh -6, MBD2 DNA inh -4, PRMT1 inh -2, KLK7 zymogen act 0.3, TCR-CD3 inh -1, TDP2 inh -13, LEDGF integ inh -2, DDE Tn6 FP inh 11 and UHRF1 binding -2.
For Cc1ccc(OCC(=O)Nc2ccc(N3CCOCC3)cc2)cc1 the results were SIAE primary 10, DDE Tn7 FP inh 3, MBD2 DNA inh 0, PRMT1 inh -2, KLK7 zymogen act 0.0, TCR-CD3 inh 6, TDP2 inh 5, LEDGF integ inh 2, DDE Tn6 FP inh 1 and UHRF1 binding -1.
`C#CCOCCOCCOCCNc1nc(N2CCN(C(=O)[C@H](CCCCN)n3cc([C@@H](N)CC(C)C)nn3)CC2)nc(N2CCN(C(=O)[C@H](Cc3cc4ccccc4[nH]3)n3cc([C@@H](N)CC(C)C)nn3)CC2)n1` gave SIAE primary -1, DDE Tn7 FP inh -1, MBD2 DNA inh 6, PRMT1 inh 7, TDP2 inh -3, LEDGF integ inh -3, DDE Tn6 FP inh 1 and UHRF1 binding 5.
`CC(C)C(c1nnnn1C1CCCCC1)N1CCc2ccccc2C1` (stereo not given) gave SIAE primary -3, DDE Tn7 FP inh 10, MBD2 DNA inh 2, PRMT1 inh -5, KLK7 zymogen act -0.3, TCR-CD3 inh 0, TDP2 inh 1, LEDGF integ inh -4, DDE Tn6 FP inh 3 and UHRF1 binding -1.
